# Source: PubChem BioAssay
# ATG4B inhibitor = inhibitors of human ATG4B cysteine protease. Q9Y4P1. ATG4B cleavage of LC3-PLA2, NBD-HPC fluorescence, 1 h. inhibition, % at 8.33 µM. hit rate 0.51% among 340,000. AID 504462; in the data active = inhibition above about 40%
# Target sequence (Q9Y4P1 whole entry, looked up): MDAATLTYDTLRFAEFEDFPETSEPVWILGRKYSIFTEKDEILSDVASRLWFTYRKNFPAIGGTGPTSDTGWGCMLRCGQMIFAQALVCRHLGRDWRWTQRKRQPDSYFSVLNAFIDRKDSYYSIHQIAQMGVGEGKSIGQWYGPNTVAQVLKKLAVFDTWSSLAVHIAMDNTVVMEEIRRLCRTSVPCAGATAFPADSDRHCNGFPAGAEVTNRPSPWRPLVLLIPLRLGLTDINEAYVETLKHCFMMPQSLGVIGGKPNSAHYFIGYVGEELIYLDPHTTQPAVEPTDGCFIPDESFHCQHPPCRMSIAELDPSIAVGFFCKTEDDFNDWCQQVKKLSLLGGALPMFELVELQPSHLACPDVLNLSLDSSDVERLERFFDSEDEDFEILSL
# mIAP activ = increases mouse intestinal alkaline phosphatase activity; muIAP, CDP-Star luminescence, 30 min; stronger effect = higher value; 1 = vehicle-only enzyme signal, 0 = enzyme-free wells; activation factor at 10 µM; hit rate 0.24% among 330,000; AID 2805;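 active = activation factor of at least 2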; also: the source names both 10 and 20 µM as test concentration; values of inactives mirror those of a sister screen read the other way
#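 Assay system: mouse IAP enzyme; reagent: chemiluminescent substrate CDP-Star; dosing: test compounds delivered from DMSO solution; schedule: 30 min at room temperature; measured by: luminescence from enzymatic CDP-Star hydrolysis; controls: DMSO-only wells and no-enzyme negative control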
# hIAP act = human IAP activation. P09923. purified human IAP, CDP-Star luminescence, 30 min; stronger effect = higher value; 1 = vehicle-only enzyme, 0 = enzyme-free background. activation factor at 10 µM. hit rate 0.16% among 330,000;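 active = activation factor of the enzyme at least 2-fold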; also: the source names both 10 and 20 µM as test concentration; values of inactives mirror those of a sister screen read the other way
# A3G deaminase = APOBEC3G (human) deaminase inhibition | Q9HC16 | recombinant A3G, ssDNA deamination FAM/TAMRA fluorescence | inhibition, % at 20 µM | hit rate 0.28% among 330,000 | AID 493012;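 active = inhibition of at least 40% at 20 µM, with no more than 30% in the related APOBEC3A deaminase screen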;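 also: plate controls were DMSO wells with A3G for no effect and wells lacking A3G enzyme for full effect; some compounds called inactive have numbers as strong as hits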
# Target sequence (Q9HC16 whole entry, looked up): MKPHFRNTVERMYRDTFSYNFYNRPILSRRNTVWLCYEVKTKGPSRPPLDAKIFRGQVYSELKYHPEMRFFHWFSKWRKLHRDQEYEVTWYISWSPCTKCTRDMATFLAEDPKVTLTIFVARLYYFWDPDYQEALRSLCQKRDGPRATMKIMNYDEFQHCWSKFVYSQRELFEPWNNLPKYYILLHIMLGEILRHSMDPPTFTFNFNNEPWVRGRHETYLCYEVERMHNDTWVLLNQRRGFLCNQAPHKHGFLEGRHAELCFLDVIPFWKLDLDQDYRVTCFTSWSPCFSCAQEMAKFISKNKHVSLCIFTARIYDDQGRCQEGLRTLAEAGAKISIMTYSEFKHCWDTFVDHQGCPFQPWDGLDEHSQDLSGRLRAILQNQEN
# hIAP inh = human IAP inhibition | hit rate 0.12% among 330,000 | purified IAP, CDP-Star luminescence, 30 min | P09923 | AID 2544 | inhibition, % at 10 µM;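 active = inhibition reaching a set limit with compound at 10 µM in the primary screen, cut at about 35% in these data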;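 also: plate controls were DMSO wells with enzyme for no effect and no-enzyme buffer wells for full effect; values of inactives mirror those of a sister screen read the other way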
# APOBEC3A inh = human APOBEC3A DNA deaminase inhibition. P31941. recombinant A3A, FAM/TAMRA ssDNA deamination fluorescence. inhibition, % at 20 µM. hit rate 0.41% among 330,000. AID 493011;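 active = at least 40% inhibition at 20 µM here, with at most 30% in a related deaminase screen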;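 also: plate controls were A3A with DMSO for no effect and wells lacking A3A enzyme for full effect; some results filed as inactive read as strong as hits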
# Target sequence (P31941 whole entry, looked up): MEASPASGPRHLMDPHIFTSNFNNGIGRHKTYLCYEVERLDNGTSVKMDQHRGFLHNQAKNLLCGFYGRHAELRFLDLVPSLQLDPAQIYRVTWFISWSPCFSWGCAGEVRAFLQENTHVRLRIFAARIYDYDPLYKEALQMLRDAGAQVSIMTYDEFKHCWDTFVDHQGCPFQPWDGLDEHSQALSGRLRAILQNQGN
# mIAP block = mouse IAP inhibition; purified mouse IAP, CDP-Star luminescence, 30 min; inhibition, % at 10 µM; hit rate 0.2% among 330,000; AID 2806;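 active = inhibition of at least 40% at 10 µM in the primary screen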;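 also: plate controls were DMSO with enzyme for no effect and no enzyme wells for full effect; values of inactives mirror those of a sister screen read the other way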
# MPTP inh = inhibitors of mitochondrial permeability transition pore. inhibition, % at 10 µM. AID 602449. hit rate 1.4% among 360,000. isolated mouse mitochondria, Ca2+ swelling absorbance, 30 min;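 active = inhibition of 50% or more, scaled per plate between neutral and stimulator controls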;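 also: 0% = DMSO wells given calcium and 100% = 1 mM EGTA wells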
# beta cell repl = inducers of beta-cell replication in MIN6 cells. proliferation, % at 10 µM. MIN6 cells proliferation, ATPlite luminescence, 48 h; cells starved in 0.2% serum; 100% = growth in 10% serum. hit rate 0.29% among 330,000;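 active = compounds whose signal lies at least 3.5 SD above the mean of all wells on their plate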;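 also: 0% = DMSO-treated cells in low-serum medium and 100% = 10% serum control; some compounds called inactive have numbers as strong as hits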
# Numbers without * were called inactive; · = not tested or not shown.
Structure	ATG4B inhibitor	mIAP activ	hIAP act	A3G deaminase	hIAP inh	APOBEC3A inh	mIAP block	MPTP inh	beta cell repl
O=C(COc1ccc(Cl)cc1)NCCCNC(=O)c1cnccn1	13.0	0.991	0.89	-4.3	11.0	1.9	0.9	1.0	2.2
CCCCOc1ccc(/C=C/C(=O)NCCc2nc3ccccc3[nH]2)cc1	-15.3	0.899	0.87	-8.4	13.0	2.2	10.1	0.9	-5.8
CN(CC(=O)Nc1ccc(Cl)cc1)C(=O)Cc1c(F)cccc1Cl	-4.5	1.03	1.03	-10.6	-3.5	9.1	-2.8	1.4	-2.8
CN(CCC(=O)Nc1ccc2c(c1)OCO2)Cc1ccccc1	-6.5	1.03	0.797	-2.1	20.3	-2.2	-2.7	0.5	1.3
CCCCCCOc1ccc(N2C(=O)CC(N3CCN(CCN=CC4C(=O)CC(C)(C)CC4=O)CC3)C2=O)cc1 (centres undefined)	-7.6	0.968	0.899	-1.1	10.1	3.4	3.2	5.9	4.0
CCOc1ccccc1NC(=O)NC1CCN(CC(=O)Nc2ccc3c(c2)OCCO3)CC1	-5.4	1.19	1.06	0.7	-6.5	2.3	-18.9	-2.6	-3.0
Cc1cc(F)ccc1NS(=O)(=O)c1cccc2nsnc12	-2.8	1.06	1.26	-0.9	-26.3	6.8	-6.5	0.5	-0.1
CC(c1nccs1)N(C)C(=O)CCc1nnc(CCc2ccccc2)o1 (centres undefined)	12.7	1.01	0.946	-3.4	5.4	1.2	-1.5	-0.8	6.4
Cc1ccc(S(=O)(=O)Nc2cccc(-n3cnnn3)c2)cc1C	1.2	0.91	0.867	-1.5	13.3	-4.4	9.0	-1.2	-0.5
CCN1CCCC1CNc1ncnc2c1[nH]c1ccc(F)cc12 (centres undefined)	-0.9	1.14	1.2	-2.3	-20.2	3.0	-14.0	1.6	-0.3
Cc1ccccc1OCc1nnc(SCC(=O)Nc2ccc3nc(SCC(=O)NC(C)(C)C)sc3c2)n1C	-9.6	1.12	1.18	-3.0	-18.2	-2.2	-12.5	0.6	-3.8
CCOc1ccc(NC(=O)CN(C)c2ccc(S(=O)(=O)N3CCOCC3)cn2)cc1OCC	0.6	0.99	0.943	-5.3	5.7	-5.3	1.0	-2.3	-4.6
CCNc1c(NS(=O)(=O)c2ccc(Br)s2)c(=O)oc2ccccc12	-1.1	0.998	0.807	-7.0	19.3	-0.2	0.2	1.2	0.0
CCCC[C@@H]1CNC(=O)C(=O)N1CCCc1cc(OC)c(OC)c(OC)c1	10.5	1.17	0.946	-10.3	5.4	-4.5	-17.3	-0.8	-4.1
Cc1cc(=S)cc(C)n1CCO	-3.4	0.973	1.01	-11.5	-1.2	-5.5	2.7	0.7	-3.2
COc1cc(CNc2ccc3[nH]c(=O)[nH]c3c2)cc(Br)c1OCc1ccc(F)cc1	7.6	0.913	1.21	-4.8	-21.4	0.7	8.7	2.2	-2.5
O=C(COC(=O)Cn1cnc2ccccc21)NCCC1=CCCCC1	0.7	0.959	0.985	-0.5	1.5	-2.4	4.1	-0.2	-1.0
CC(C)CNC(=O)COc1ccc2c3c(c(=O)oc2c1)CCC3	-15.6	0.984	1.18	1.6	-18.1	10.7	1.6	-0.8	-0.7
Cc1ccc(S(=O)(=O)N2CCCC2CNC(=O)C(=O)NCCN2CCOCC2)cc1 (centres undefined)	7.0	0.974	0.956	-9.0	4.4	1.4	2.6	-2.2	6.0
O=C(O)c1ccc(/C=N/N2CCN(Cc3cccc4ccccc34)CC2)cc1	15.4	0.968	0.924	-6.1	7.6	-1.3	3.2	-0.9	-3.5
COc1ccc(-c2cc(CS(=O)(=O)c3ccccc3)on2)cc1	12.6	0.893	0.983	-5.3	1.7	-2.7	10.7	-5.1	-4.0
CN(C)C(CNC(=O)c1ccc(-c2ccccc2)cc1)c1ccccc1 (centres undefined)	15.0	0.975	1.08	-6.6	-8.0	-2.4	2.5	0.4	-3.6
CC(=O)c1ccc(-n2cc(-c3ccc(C(C)(C)C)cc3)[n+]3c2SCCC3)cc1	-0.8	1.06	1.06	-4.1	-5.9	-0.8	-5.7	-2.0	-5.2
CCCn1c(N)c(C(=O)COC(=O)COc2ccc(Cl)c(C)c2)c(=O)n(C)c1=O	-5.8	1.03	0.786	-6.1	21.4	-5.1	-2.8	-1.7	-3.9
Cc1ccc(N(CC(O)COCc2ccco2)S(=O)(=O)c2ccc(C)cc2)cc1 (centres undefined)	8.5	1.07	0.997	6.4	0.3	9.1	-6.9	2.3	1.6
COc1ccccc1N1C(=O)c2ccccc2NC1c1cc(OC)c(OC)c(OC)c1 (centres undefined)	-3.5	0.966	0.879	-7.0	12.1	-6.4	3.4	-0.3	-1.9
O=C(CCS(=O)(=O)c1ccc(Cl)cc1)Nc1nnc(-c2cccs2)o1	0.3	0.968	1.04	-11.1	-4.1	-3.3	3.2	-2.0	-6.3
COc1ccc(Cn2c(CO)cnc2SCC(=O)Nc2cc(C)on2)cc1	0.0	0.986	0.927	-9.5	7.3	-4.7	1.4	0.9	-1.6
O=[N+]([O-])c1ccc2c(c1)C(O)n1nc(-c3ccc(Cl)cc3Cl)nc1S2 (centres undefined)	0.4	0.91	0.932	-5.3	6.8	-3.4	9.0	-0.2	-0.5
CCCn1nc([N+](=O)[O-])c(C(C#N)c2nc3ccccc3o2)c(Cl)c1=O (centres undefined)	84.2*	0.797	0.725	-3.4	27.5	6.8	20.3	100.9*	-7.1
Cc1ccc(/C=C2/Sc3ccc(C(=O)N4CCN(c5ccccn5)CC4)cc3NC2=O)cc1	-7.0	0.894	0.893	-7.3	10.7	-6.1	10.6	-1.0	-0.9
CC(=O)c1c(C)n([O-])c2ccccc2[n+]1=O	-5.8	0.991	1.68	1.4	-67.7	-1.8	0.9	-1.5	-3.9
COc1ccc(C(=O)N2CCC2)cc1S(=O)(=O)NCc1ccc(Cl)cc1	-10.3	1.03	0.919	-6.5	8.1	-4.4	-3.3	0.1	8.2*
CCOC(=O)N1CCN(C(=O)c2ccccc2N(C)S(C)(=O)=O)CC1	16.6	1.01	1.15	1.4	-15.1	-0.5	-0.8	-1.3	0.3
c1csc(-c2nnc(Cc3cccc4ccccc34)o2)c1	7.0	1.02	1.35	-10.0	-35.0	-2.1	-1.7	5.9	2.7
CCSCc1nnc(SCC(=O)Nc2nc3ccccc3s2)n1C	-6.8	0.95	1.07	8.7	-7.5	36.3	5.0	2.2	-2.9
Cc1ccccc1Cn1ccc(=NCc2ccccc2)cc1	-1.8	0.966	0.956	-0.9	4.4	-0.6	3.4	·	-6.2
CC(C)Cc1cc(CN2CCC(CO)(Cc3ccccc3)CC2)[nH]n1	18.6	0.997	0.96	-7.1	4.0	-0.4	0.3	3.5	-2.1
CC1NC(=O)NC1CCCCCC(=O)Nc1ccc(F)c(Cl)c1 (centres undefined)	-16.4	1.1	1.1	-7.2	-9.6	2.6	-9.8	-3.5	1.0
CCN(CC)CCCN1C(=O)C(O)=C(C(=O)c2sc(C)nc2C)C1c1ccco1 (centres undefined)	1.7	1.05	1.02	0.2	-2.3	1.7	-4.9	0.7	-0.2
Clc1ccc(/C=N/Nc2nn[nH]n2)cc1	-5.9	0.983	1.07	-1.7	-7.5	-3.6	1.7	-0.3	0.5
COC(=O)c1sccc1NC(=O)Nc1ccc(OC)c(OC)c1	10.2	0.98	1.19	-8.7	-18.5	-3.6	2.0	-0.2	1.1
COC(=O)C1(C)Nc2ccccc2C(=O)N1c1ccccc1C (centres undefined)	1.8	0.963	0.978	7.2	2.2	0.1	3.7	-1.6	0.1
Cc1ccc(NC(=O)c2ccc(Br)o2)cc1S(=O)(=O)N(C)C	7.2	1.04	0.858	-6.8	14.2	0.2	-3.6	0.8	-1.6
Cc1ccc(NC(=O)CNNC(=O)c2cccc([N+](=O)[O-])c2)cc1[N+](=O)[O-]	-0.6	0.987	1.33	0.2	-32.6	0.8	1.3	0.0	-4.0
Nc1nc(CN2CCN(c3ccccn3)CC2)nc(Nc2ccc(Cl)cc2)n1	-12.4	0.93	0.805	-5.0	19.5	-4.1	7.0	0.8	-0.1
Nc1c(S(=O)(=O)c2ccccc2)c2nc3ccccc3nc2n1/N=C/c1cccc(O)c1	-1.2	1.02	1.32	-6.0	-31.7	-2.0	-2.3	5.4	-3.7
CSC1=C(C#N)C(c2ccccc2)C(C(C)=O)=C(C)N1 (centres undefined)	-5.6	0.986	0.931	-2.1	6.9	1.1	1.4	1.4	-3.0
O=C(CSc1ccc2ccccc2n1)c1ccccc1	1.3	0.915	1.04	-7.6	-3.7	-1.5	8.5	-1.5	0.5
COc1ccccc1C(=O)Nn1cnnc1	-3.3	1.05	0.804	15.8	19.6	5.5	-4.6	5.4	-0.9
CCN1CCCC1CNCc1ccc(OCc2ccc(Cl)nc2)c(OC)c1 (centres undefined)	-0.4	0.93	1.09	-9.5	-9.4	-4.2	7.0	0.2	1.1
Cn1c(N)c(C(=O)CN2CCc3ccccc3C2)c(=O)n(C)c1=O	-5.6	0.983	0.98	-5.6	2.0	-0.7	1.7	1.7	-3.5
O=C(CSCc1c(Cl)cccc1Cl)NCc1ccccn1	-4.8	1.07	1.02	-12.6	-2.1	1.5	-6.8	1.9	0.5
Cc1ccc(-c2nnc(N3CCN(C(=O)CSc4ncn[nH]4)CC3)c3ccccc23)cc1	-7.2	0.929	0.756	-4.6	24.4	-1.8	7.1	-1.0	-1.4
CC(NC(=O)c1ccccc1)c1nnc(SCc2nc3ccccc3c(=O)[nH]2)n1C (centres undefined)	-0.2	0.984	1.21	-1.9	-21.4	3.7	1.6	-0.2	0.9
CCc1nnc(NC(=O)CCn2cnc3ccccc3c2=O)s1	-3.3	1.07	1.17	-4.8	-16.8	-2.4	-6.7	-0.9	-1.6
CCN(CC)CCCC(C)NC(=O)c1ccc(C(F)(F)F)cc1 (centres undefined)	-0.3	0.933	0.98	-6.9	2.0	-2.4	6.7	-1.5	-2.9
Cc1ccc(S(=O)(=O)CNC(=S)c2cccc(C)c2)cc1	-3.5	0.965	1.08	-5.5	-7.8	-5.8	3.5	1.3	-3.7
CC(C)N1CCN(Cc2cc3ccccc3[nH]2)CC1CCO (centres undefined)	-9.0	1.02	1.26	-8.3	-26.3	-3.7	-2.2	-1.0	-2.3
COc1ccc(-c2cc(C(=O)OCC(=O)NC3CC3)c3ccccc3n2)cc1OC	-0.1	1.04	0.992	-7.1	0.8	-0.9	-4.4	-0.3	-0.3

# More structures follow:
Structure	ATG4B inhibitor	mIAP activ	hIAP act	A3G deaminase	hIAP inh	APOBEC3A inh	mIAP block	MPTP inh	beta cell repl
COCCN1C(=O)c2cc(C(=O)Nc3ccc(OC)c(OC)c3)ccc2C1Nc1ccc(OC)c(OC)c1 (centres undefined)	-15.4	0.868	0.915	-2.3	8.5	0.1	13.2	0.4	-3.3
COc1ccc(-c2ccc(/C=C(\NC(=O)c3ccccc3)C(=O)N3CCOCC3)o2)cc1	-18.9	0.947	0.945	-2.1	5.5	4.8	5.3	-4.6	-2.6
Clc1ccc(Oc2nc3ccccc3n3cccc23)cc1	-0.8	1.04	1.03	-4.0	-3.1	0.9	-3.7	3.3	0.6
CCn1c(NC(C)=O)nc2ccccc21	-10.4	0.895	0.963	-5.7	3.7	-13.7	10.5	-0.6	-1.6
